MT1-MMP act inh: inhibitors of human MT1-MMP activation | 360,000 tested, 0.061% active | P50281 | GFP/RFP ratio change, % at 20 µM | HT1080 RFP-PRO-GFP cells, GFP/RFP ratio fluorescence, overnight; percent of plate control window, DMSO zero;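 active = GFP/RFP ratio change of at least 30% with cell ATP level not reduced by more than half and red fluorescence within 50% of control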; also: strong numbers were not always called active
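Test system: HT1080 cells expressing an RFP-PRO-GFP fluorescent reporter construct / Compound dosing: single-point 20 µM compound, 1% DMSO / Schedule: cells overnight before dosing, compound overnight, 37 °C, 5% CO2 / Evaluation: GFP/RFP fluorescence ratio / Control set: DMSO and RFP-L50D-GFP cell wells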
MLLE-PAM2 inh: blocks PAM2 peptide binding to the PABP1 MLLE domain | P11940 | GST-MLLE / FITC-PAM2 fluorescence polarization | inhibition, % at 20 µM | 360,000 tested, 0.36% active; in the data active = inhibition above about 35%, passing the limit was not always enough;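 also: plate controls were DMSO wells with GST-MLLE for no effect and wells lacking GST-MLLE protein for full effect; some results filed as inactive read as strong as hits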
FAS TE block: inhibitors of human fatty acid synthase thioesterase domain. P49327. recombinant FAS-TE, OMFH fluorogenic substrate, fluorescence endpoint. inhibition, % at 15 µM. 360,000 tested, 0.67% active. AID 602261;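 active = compounds whose normalised, plate-corrected inhibition of enzyme fluorescence in the single-dose primary screen is 50% or more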;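 also: 0% = DMSO with enzyme and 100% = substrate without enzyme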
Rin1-Abl PPI inh: inhibitors of human Rin1-Abl protein interaction. AID 588664. P00519+Q13671. TR-FRET Rin1/Abl binding, biochemical. inhibition, % at 7.35 µM. 360,000 tested, 0.4% active; in the data active = inhibition above about 5%, passing the limit was not always enough
Target sequence (P00519 whole entry, looked up): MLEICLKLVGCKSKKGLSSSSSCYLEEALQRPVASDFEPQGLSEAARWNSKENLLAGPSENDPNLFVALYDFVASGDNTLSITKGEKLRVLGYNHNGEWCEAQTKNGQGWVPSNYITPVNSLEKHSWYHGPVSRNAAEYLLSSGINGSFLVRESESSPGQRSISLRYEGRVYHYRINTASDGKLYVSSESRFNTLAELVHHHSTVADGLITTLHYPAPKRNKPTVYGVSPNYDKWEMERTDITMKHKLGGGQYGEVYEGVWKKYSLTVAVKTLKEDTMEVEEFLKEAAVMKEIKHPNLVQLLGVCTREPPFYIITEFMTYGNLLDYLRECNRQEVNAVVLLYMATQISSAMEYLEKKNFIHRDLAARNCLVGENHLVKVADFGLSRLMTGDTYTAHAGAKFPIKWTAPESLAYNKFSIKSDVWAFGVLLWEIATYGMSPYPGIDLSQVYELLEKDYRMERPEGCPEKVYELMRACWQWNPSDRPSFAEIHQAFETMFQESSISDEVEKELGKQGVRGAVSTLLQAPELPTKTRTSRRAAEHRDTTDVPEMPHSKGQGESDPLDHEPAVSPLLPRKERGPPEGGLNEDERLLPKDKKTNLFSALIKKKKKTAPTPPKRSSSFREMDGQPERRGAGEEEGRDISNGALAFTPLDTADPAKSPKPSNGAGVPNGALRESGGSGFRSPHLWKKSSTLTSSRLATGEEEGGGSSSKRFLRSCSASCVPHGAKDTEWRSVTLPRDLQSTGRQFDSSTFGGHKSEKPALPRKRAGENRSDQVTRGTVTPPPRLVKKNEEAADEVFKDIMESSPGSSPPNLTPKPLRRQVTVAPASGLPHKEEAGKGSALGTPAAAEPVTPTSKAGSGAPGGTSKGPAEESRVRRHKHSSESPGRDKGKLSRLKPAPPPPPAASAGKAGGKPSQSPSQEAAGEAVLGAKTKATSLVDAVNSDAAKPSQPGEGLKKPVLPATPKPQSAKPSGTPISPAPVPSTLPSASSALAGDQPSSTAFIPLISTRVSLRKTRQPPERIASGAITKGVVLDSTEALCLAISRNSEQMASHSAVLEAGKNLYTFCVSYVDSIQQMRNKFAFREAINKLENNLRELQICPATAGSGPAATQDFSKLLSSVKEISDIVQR
Target sequence (Q13671 whole entry, looked up): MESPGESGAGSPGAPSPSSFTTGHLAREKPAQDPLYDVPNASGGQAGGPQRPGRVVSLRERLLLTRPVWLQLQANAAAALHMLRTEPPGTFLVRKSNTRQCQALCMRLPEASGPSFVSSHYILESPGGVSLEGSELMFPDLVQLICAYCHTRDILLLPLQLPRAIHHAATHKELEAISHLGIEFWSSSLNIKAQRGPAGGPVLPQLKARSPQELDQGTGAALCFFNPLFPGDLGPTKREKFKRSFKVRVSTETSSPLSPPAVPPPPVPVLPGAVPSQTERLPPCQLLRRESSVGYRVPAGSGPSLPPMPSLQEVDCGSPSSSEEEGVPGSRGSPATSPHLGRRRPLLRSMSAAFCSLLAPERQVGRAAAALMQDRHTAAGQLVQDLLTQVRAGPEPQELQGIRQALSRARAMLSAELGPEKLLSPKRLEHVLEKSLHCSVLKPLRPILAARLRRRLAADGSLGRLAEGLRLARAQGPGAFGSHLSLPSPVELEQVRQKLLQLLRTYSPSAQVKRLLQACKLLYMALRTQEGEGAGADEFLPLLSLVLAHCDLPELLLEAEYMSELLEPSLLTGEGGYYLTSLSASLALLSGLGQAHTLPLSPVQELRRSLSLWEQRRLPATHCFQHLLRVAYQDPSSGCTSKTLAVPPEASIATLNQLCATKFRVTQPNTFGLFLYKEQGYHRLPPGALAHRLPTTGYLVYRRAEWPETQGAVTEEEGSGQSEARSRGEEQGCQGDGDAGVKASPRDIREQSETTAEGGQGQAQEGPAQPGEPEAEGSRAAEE
E coli Lon inh: E. coli protease La inhibition; P0A9M0; purified E. coli Lon protease, fluorescence polarization; inhibition, % at 7.94 µM; 360,000 tested, 0.42% active; in the data active = inhibition above about 13%, passing the limit was not always enough;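 also: 0% = enzyme with probe and DMSO and 100% = no enzyme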
MsrA inhibitor: bovine MsrA inhibition; purified bovine MsrA, absorbance read-out; inhibition, % at 15.5 µM; AID 651718; 360,000 tested, 0.75% active; in the data active = inhibition above about 4.5%;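 also: 0% = vehicle wells with enzyme and 100% = reference inhibitor wells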
CSN inh: CSN deneddylation inhibition; Q92905; Purified CSN, SCF-Nedd8-OG deneddylation, fluorescence polarization; inhibition, % at 12.5 µM; 360,000 tested, 0.38% active;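 active = pattern-corrected inhibition above about 35%, with an unprinted fluorescence ratio check between 0.5 and 1.5, limit read from the data, passing the limit was not always enough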;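 also: 0% = enzyme with substrate and 100% = substrate without enzyme; some results filed as inactive read as strong as hits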
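Test system: purified human Csn5 enzyme expressed in HEK293T cells. Amount: 0.24 nM enzyme. Reagent: SCFSkp2-Nedd8OG substrate at 10 nM final. Schedule: 90 min incubation of compound, enzyme and substrate at room temperature. Detection: fluorescence polarization. Read-out: % inhibition of substrate cleavage by Csn5.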
bovine MsrA act: activators of bovine methionine sulfoxide reductase A | purified bovine MsrA, absorbance read-out | activation, % at 10.6 µM | 360,000 tested, 0.3% active | AID 602163; in the data active = activation above about 7.5%;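 also: 0% = vehicle and 100% = reference activator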
Rpn11 block: Rpn11 (human) deubiquitinase inhibition; AID 588493; O00487; human 26S proteasome, Ub4-pepOG fluorescence polarization; 20S core pre-blocked with epoxomicin; calls only at 20 µM; 360,000 tested, 0.59% active;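 active = inhibition at 20 µM, scaled to each plate's controls, above about 33%, limit read from the data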
* hit, by the source's call; i = inactive; / = not tested or not shown; + = active, no number.

SMILES	MT1-MMP act inh	MLLE-PAM2 inh	FAS TE block	Rin1-Abl PPI inh	E coli Lon inh	MsrA inhibitor	CSN inh	bovine MsrA act	Rpn11 block
COc1cc(/C=C2\SC(=S)N(N(C)c3ccccc3)C2=O)ccc1O	15	-47	-5	-2	-35	-0.5	19	-4	+
Cc1ccc(NCc2ccccc2F)cc1	-4	4	2	-2	-3	0.4	-8	-1	i
FC(F)(F)c1cccc(Cc2noc(CN3CCSCC3)n2)c1	1	-8	0	0	-3	-0.2	8	-4	i
COc1ccccc1CNC(=O)C(C)c1ccc([N+](=O)[O-])cc1 (configuration not stated)	-2	-1	2	-2	-5	1.6	0	-4	i
CCc1nc(NCC2CCCO2)c(C#N)c2c1COC(C)(C)C2 (configuration not stated)	-1	0	-5	-3	3	2.8	-2	-3	i
CC1=C(C(=O)OCC2CCCO2)C(c2coc3ccc(Cl)cc3c2=O)C2=C(CCCC2=O)N1 (configuration not stated)	-7	7	1	2	-3	1.9	-4	-3	i
COc1ccccc1NC(=O)/C=C1\SCC(=O)N1C	2	-13	-8	1	5	1.1	7	-5	i
O=c1[nH]c2ccccc2nc1C(F)(F)C(F)F	5	-13	-4	-1	-2	0.2	0	-13	i
O=C(CSc1nnc(NC(=O)c2ccc(S(=O)(=O)N3CCOCC3)cc2)s1)Nc1ccccc1C(F)(F)F	7	11	-3	1	3	0.4	-2	-6	i
O=C(CCCn1c(=O)c2cccn2c2cccnc21)NCc1cccc(Br)c1	6	-9	18	1	-6	-0.3	3	0	i
CCOC(=O)c1c(C)[nH]c(C)c1C(=O)COC(=O)c1ccc(Cl)c(S(N)(=O)=O)c1	-1	-9	-1	-2	-1	0.1	2	-3	i
CC(/C=C\c1ccccc1)=C/C(=O)O	2	14	-6	-2	8	1.4	-3	-7	i
Cc1ccccc1Nc1ncnc2[nH]ncc12	-3	13	-2	5	2	14*	1	-1	i
CCCN1CCN(CCCNC(=O)c2ccc(NC(=O)C3=C(C)OCCS3)cc2)CC1	0	-7	-12	1	-2	0.1	4	-1	i
CN(C)C(=S)N=c1ssc(=S)n1Cc1ccco1	-7	25	-2	-2	-7	-1.2	1	-2	i
CCOc1ccc(NC(=O)CSc2ccc(-c3ccccn3)nn2)cc1	9	-4	-10	0	0	0.3	-1	-2	i
CN(C)C(=S)c1ccc(N(C)C)cc1	3	27	-4	-1	-6	-0.9	2	-4	i
Cc1cc(C)c2cccc(N)c2n1	-15	-1	4	-2	-7	-0.2	0	-5	i
CCCN(C(=O)CSc1nc2c(cnn2-c2ccccc2)c(=O)[nH]1)C1CCS(=O)(=O)C1 (configuration not stated)	-3	-18	-6	1	-6	-0.1	1	-2	i
CC(=O)Nc1cc(-c2cccc(C(=O)N(C)C)c2)cn2c(-c3ccccc3)cnc12	1	10	-3	2	-18	2.2	-1	-1	i
COc1ccc(C(=O)c2ccc([N+](=O)[O-])cc2)c(OC)c1OC	0	1	-2	-1	-4	-0.2	3	-3	i
CCOc1ccccc1OCC(=O)NC1CCSc2ccccc21 (configuration not stated)	0	-18	9	-3	1	-0.3	6	-4	i
COC(=O)c1ccc2nc(-c3ccc(F)cc3)c(Cc3cccc(F)c3)n2c1	-5	/	19	/	-6	-0.4	1	0	/
COc1ccc(N(CC(=O)NC2CCCC2)S(=O)(=O)c2c(C)[nH]c(=O)[nH]c2=O)cc1	12	3	-9	2	-1	-0.2	2	-8	i
CCC12CN(C(=O)c3ccc([N+](=O)[O-])cc3)CC(CC)(CN(C(=O)c3ccc([N+](=O)[O-])cc3)C1)C2=O	2	14	58*	1	-2	-0.7	1	-1	i

Brought forward from above: two entries, followed by the next part.
SMILES	MT1-MMP act inh	MLLE-PAM2 inh	FAS TE block	Rin1-Abl PPI inh	E coli Lon inh	MsrA inhibitor	CSN inh	bovine MsrA act	Rpn11 block
COc1ccc(N(CC(=O)NC2CCCC2)S(=O)(=O)c2c(C)[nH]c(=O)[nH]c2=O)cc1	12	3	-9	2	-1	-0.2	2	-8	i
CCC12CN(C(=O)c3ccc([N+](=O)[O-])cc3)CC(CC)(CN(C(=O)c3ccc([N+](=O)[O-])cc3)C1)C2=O	2	14	58*	1	-2	-0.7	1	-1	i
O=C(Cc1ccccc1)Nc1ccc(NC(=O)C2CCCCC2)nc1	5	-14	-6	3	-9	-1.3	5	-5	i
COC(=O)C(C(=O)OC)c1ccc(NC(=O)c2cccc(Cl)c2)cc1	/	13	-4	-1	8	-0.7	3	-3	i
O=C(O)c1nn(Cc2ncc(-c3cccc(Cl)c3)o2)c(=O)c2ccccc12	2	-22	10	0	-3	-0.7	3	-1	i
O=C(N/N=C/c1cc(Cl)ccc1O)c1cccnc1	3	-7	13	-3	-10	1.3	6	-2	i
CC1=C(C(=O)N(C(C)C)C(C)C)CC(CC(=O)NC2CCCC2)C(=O)N1Cc1ccc(C(C)(C)C)cc1 (configuration not stated)	-12	2	15	3	2	-1.5	5	1	i
Cc1cc(C)cc(C(=O)NC(CC(N)=O)c2ccc(NC3CCCC3)c([N+](=O)[O-])c2)c1 (configuration not stated)	8	7	-6	-2	-6	0.6	4	-3	i
CC(=O)c1cccc(CN2CCC(C(=O)Nc3ccc(-c4cccc(C)c4)cc3)CC2)c1	11	-3	20	-1	-10	-0.3	-2	3	i
O=[N+]([O-])c1ccc2n[nH]nc2c1	2	1	-2	0	-2	0.4	-3	-4	i
CN1CCN(/C=C(\C#N)S(=O)(=O)c2ccc(Cl)cc2)CC1	-1	4	-2	0	1	-1.5	1	-3	i
CCC(CC)C(=O)c1c[nH]c(C(=O)NCCCN2CCOCC2)c1	-2	-3	-5	-2	3	0.6	4	-1	i
COc1ccc(Cl)cc1N(CC(=O)N1CCCC1)S(=O)(=O)c1ccc(C)cc1	-5	7	3	1	8	0.7	2	-2	i
Cc1ccc(C(C(=O)NCC2CCCO2)N(C(=O)c2snc(C(N)=O)c2N)c2ccccc2)o1 (configuration not stated)	-2	6	-2	1	-4	1.4	7	-1	i
Cc1cc(OCCn2ccnc2)cc(C)c1Cl	-2	-14	-7	0	9	0.7	3	-3	i
O=C(Nc1ccc(N2CCOCC2)c(Cl)c1)c1cccc(-n2cnnc2)c1	0	-48	-2	1	-7	0.9	2	-4	i
CC(=O)Nc1ccc(NC(=O)c2ccc(-c3ccc([N+](=O)[O-])cc3)o2)cc1	1	1	5	-4	1	0.5	-4	-5	i
COc1ccc(CCNC(=O)Cc2ccc(NC3=NC4CS(=O)(=O)CC4S3)cc2)c(OC)c1 (configuration not stated)	-2	-93	-7	1	-6	1.4	2	-4	i
O=C(O)CCc1nn2cnc3sc4c(c3c2nc1=O)CCCC4	6	1	0	-3	-5	2.8	-3	-6	i
O=C(CCNS(=O)(=O)c1ccc2c(c1)CCC(=O)N2)Nc1ccc(F)c(F)c1	-2	18	-6	4	-9	-0.3	0	2	i
CC(C)c1noc2ncc(C(=O)c3cc(Cl)cc(Cl)c3O)cc12	-5	11	6	1	1	0.0	-4	1	i
CN1CCOCCOCCOCCN(C)C1=S	-3	-41	-4	1	3	0.2	0	-2	i
O=C(COC(=O)c1ccco1)NC1CCCC1	-1	-2	-7	0	-13	-0.5	6	-1	i
CCc1noc(C)c1C(=O)OCC(=O)NCc1ccccc1	-6	-5	-6	2	7	0.0	3	6	i
CCCCNC(=O)c1onc(CSc2cc(C)cc(C)c2)c1C(=O)NCCCC	-2	8	22	1	8	1.1	-2	-3	i
O=C(COC(=O)Cc1ccsc1)Nc1ccccc1Cl	2	23	-2	2	-8	1.9	-3	-2	i
COc1ccc(CNC(N)=O)cc1	-2	13	-7	-1	0	0.3	-5	-3	i

(listing goes on)
SMILES	MT1-MMP act inh	MLLE-PAM2 inh	FAS TE block	Rin1-Abl PPI inh	E coli Lon inh	MsrA inhibitor	CSN inh	bovine MsrA act	Rpn11 block
Cc1cc(OCC(=O)NC(C)c2ccccc2)ccc1[N+](=O)[O-] (configuration not stated)	2	7	20	-2	1	0.7	2	-4	i
Cc1cccc(C)c1NC(=O)CNCC(=O)Nc1c(C)cccc1C	-1	-5	-4	-2	3	-0.1	0	-3	i
O=C(COc1ccccc1)NCCS(=O)(=O)N1CCN(c2ccccc2)CC1	1	5	4	1	3	-0.9	2	-1	i
COc1ccc(S(=O)(=O)Nc2ccc(OCC(=O)O)cc2)c2ccccc12	-2	4	-4	4	-12	3.5	-3	-4	i
O=C(NCCCn1ccnc1)Nc1cccc2ccccc12	3	1	-6	-2	-2	0.2	-1	-8	i
CCC(=O)N1CCN(c2ccccc2NC(=S)NC(=O)c2cccc([N+](=O)[O-])c2)CC1	4	12	41	-2	5	0.2	2	-2	i
COc1ccc(-c2cc(C(=O)OC3CCOC3=O)c3ccccc3n2)cc1OC (configuration not stated)	1	-14	6	2	6	4.0	-4	4	i
CCNS(=O)(=O)c1ccc(NC(=O)Cn2nc(C(F)(F)F)cc2C)cc1	0	14	-4	2	2	0.3	-3	1	i
O=C(O)c1ccc(-c2ccccn2)s1	2	4	7	2	-5	1.6	2	-2	i
COc1ccc2cc(C(=O)/C=C/c3cc(OC)c(O)c(OC)c3)ccc2c1	-30	-16	1	3	-40	-0.1	8	-4	i
COC(=O)[C@]12CCCCC=C1N(Cc1ccc(Cl)cc1Cl)C(=O)[C@H](CC(=O)N1CCN(C(=O)C3CC3)CC1)C2	1	/	5	/	-1	-0.1	-4	3	/
COc1ccc(Cl)cc1NC(=O)c1nnn(CC(=O)Nc2ccc(OC)c(OC)c2)c1N	1	1	-5	3	-5	-0.5	-2	-3	i
O=C(CSc1cccc[n+]1[O-])c1cc(Cl)ccc1Cl	2	18	2	2	-4	0.4	-4	-4	i
OCCn1c(-c2ccc(F)cc2)csc1=Nc1ccccc1	-3	15	-4	-2	4	0.2	-6	-3	i
CCC(=O)c1ccc(OCC(=O)OCC(=O)N2CCc3ccccc3C2)cc1	6	-15	2	3	3	0.2	2	-3	i
CC(=O)Oc1cccc(C(=O)Nc2c[nH]c(=O)[nH]c2=O)c1	0	12	-6	2	-7	-0.1	-12	-7	i
COc1ccc(-c2nc(N)ncc2-c2ccc(Cl)cc2)c(O)c1	-2	2	12	-1	-1	2.9	-6	-2	i
CCN(CC)S(=O)(=O)c1cc(NS(=O)(=O)c2cc(Cl)ccc2Cl)ccc1C	-1	-4	2	-2	-6	-0.5	-1	-7	i
CN(CCOc1ccc(Cl)cc1)C(=O)c1cccc(S(=O)(=O)N2CCN(Cc3ccccc3)CC2)c1	10	-7	33	4	6	-1.3	0	-3	i
O=C(Nc1nsc(-c2ccccc2)n1)c1ccc(F)cc1	0	-4	0	0	2	-1.0	-3	-10	i
Cc1[nH]n(-c2ccccc2)c(=O)c1N=Nc1ccccc1C(=O)N1CCOCC1	10	1	-5	-3	-2	0.3	-3	-3	i
COC(=O)C1=C(O)/C(=C\c2sccc2C)N=C1C	7	1	-13	2	-2	3.3	-1	-5	i
CC(=O)c1ccc(NC(=O)CSc2nnc(-c3ccco3)o2)cc1	-1	-7	-4	0	2	-1.5	3	-1	i
Cc1ccc(C)c(-c2ccc(=O)n(Cc3ccc(F)cc3Cl)n2)c1	-3	-10	23	2	11	0.9	-1	0	i

Sorted by the number under CSN inh (falling): some entries from above
Compound | CSN inh
COc1ccccc1NC(=O)/C=C1\SCC(=O)N1C | 7
CCOc1ccccc1OCC(=O)NC1CCSc2ccccc21 (configuration not stated) | 6
CC1=C(C(=O)N(C(C)C)C(C)C)CC(CC(=O)NC2CCCC2)C(=O)N1Cc1ccc(C(C)(C)C)cc1 (configuration not stated) | 5
CCCN1CCN(CCCNC(=O)c2ccc(NC(=O)C3=C(C)OCCS3)cc2)CC1 | 4

Bioassay records from PubChem.
